sEH activator: soluble epoxide hydrolase activators, primary screen, biochemical, human sEH | purified human sEH enzymatic activity, activator screen | activation, % at 2 µM | 91,000 compounds, 0.04% hits; in the data active means activation above about 37%; further: values of inactives mirror those of a sister screen read the other way
Target sequence (P34913 whole entry, looked up): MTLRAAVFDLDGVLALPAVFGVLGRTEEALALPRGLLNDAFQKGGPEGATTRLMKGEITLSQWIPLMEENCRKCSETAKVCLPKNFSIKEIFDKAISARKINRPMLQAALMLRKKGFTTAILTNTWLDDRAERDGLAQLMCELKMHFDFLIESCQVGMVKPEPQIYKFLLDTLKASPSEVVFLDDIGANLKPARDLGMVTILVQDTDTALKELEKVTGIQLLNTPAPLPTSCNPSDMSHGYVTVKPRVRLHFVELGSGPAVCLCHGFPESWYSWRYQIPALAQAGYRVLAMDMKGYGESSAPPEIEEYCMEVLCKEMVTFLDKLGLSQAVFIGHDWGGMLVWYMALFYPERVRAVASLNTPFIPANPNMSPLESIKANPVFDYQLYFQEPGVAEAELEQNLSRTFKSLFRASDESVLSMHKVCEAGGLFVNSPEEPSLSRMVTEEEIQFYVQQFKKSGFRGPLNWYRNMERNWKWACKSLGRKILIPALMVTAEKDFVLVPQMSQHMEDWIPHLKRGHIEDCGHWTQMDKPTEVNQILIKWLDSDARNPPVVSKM
VCAM1 TNFa inh: inhibitors of TNFa-induced VCAM1 expression, primary screen, imaging, HUVEC, TNFa stimulus, immunofluorescence; HUVEC TNFa-induced VCAM-1 immunofluorescence, high-content imaging; inhibition, % at 2 µM; 95,000 compounds, 0.48% hits;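 active means inhibition above the batch mean plus 3 SD, with images confirmed as a hit by eye, cut at about 37% in these data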;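 further: 0% = TNF-stimulated DMSO wells and 100% = unstimulated control wells; not every result past the cut was called active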
IL1B cytotox: cytotoxicity in IL-1B stimulated HUVEC, primary screen, cytotoxicity control for IL-1B NFkB translocation project, imaging, Hoechst nuclear count, IL-1B stimulus; cell count reduction, % at 2 µM; AID 845, 2007; 94,000 compounds, 0.41% hits; HUVEC cell count loss;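 active means cell count reduction more than 3 SD above the screen-wide mean, cut at about 70% in these data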;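 further: normalized per plate to untreated control cells as the no-loss baseline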
ERb SRC1 inh: inhibitors of ERβ-SRC1 coactivator interaction, primary screen, biochemical, TR-FRET, ERβ LBD, SRC-1 peptide; Estrogen receptor beta (Homo sapiens), Q92731; TR-FRET ER-beta LBD / SRC1-Cy5 peptide binding; receptor agonist-loaded with 1 µM estradiol; inhibition, % at 25.6 µM; 86,000 compounds, 1.3% hits; AID 633, 2007;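 active means compounds whose percent inhibition of the receptor-coactivator binding signal exceeds about 50% in the single-dose screen, limit read from the data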;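 further: 0% = receptor plus peptide wells without compound and 100% = peptide-only wells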
Target sequence (Q92731 whole entry, looked up, the tested form may be a part): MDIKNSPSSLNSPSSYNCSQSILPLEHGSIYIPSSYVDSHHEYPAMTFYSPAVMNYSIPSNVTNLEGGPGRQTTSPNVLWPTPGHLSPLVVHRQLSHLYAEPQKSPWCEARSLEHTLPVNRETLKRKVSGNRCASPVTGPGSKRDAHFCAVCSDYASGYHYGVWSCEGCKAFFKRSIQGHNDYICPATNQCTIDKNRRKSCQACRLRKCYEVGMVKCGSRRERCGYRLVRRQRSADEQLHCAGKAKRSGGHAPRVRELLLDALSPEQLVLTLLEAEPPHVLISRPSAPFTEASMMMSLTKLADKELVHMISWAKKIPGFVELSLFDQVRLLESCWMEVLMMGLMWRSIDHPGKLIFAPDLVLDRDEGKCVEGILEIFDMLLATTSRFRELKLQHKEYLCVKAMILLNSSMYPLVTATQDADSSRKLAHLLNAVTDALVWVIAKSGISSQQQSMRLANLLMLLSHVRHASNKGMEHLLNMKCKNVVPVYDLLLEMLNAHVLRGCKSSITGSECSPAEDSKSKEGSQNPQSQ
cytoskel mod: modifiers of F-actin cytoskeleton organization, primary screen, imaging, HUVEC, phalloidin staining, high-content imaging. HUVEC TNFa F-actin phalloidin imaging. inhibition, % at 2 µM. 91,000 compounds, 0.18% hits. AID 836, 2007;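 active means inhibition above the batch mean plus 3 SD and confirmed as a hit by visual image inspection, cut at about 30% in these data, passing the limit was not always enough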; further: strong numbers were not always called active
TNFa cytotox: cytotoxicity in TNFa-stimulated HUVEC, primary screen, cytotoxicity control for VCAM1 expression modulator project, imaging, Hoechst nuclei count | cell count reduction, % at 2 µM | AID 848, 2007 | 93,000 compounds, 0.17% hits | HUVEC TNFalpha-stimulated, Hoechst cell count;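 active means cell count reduction exceeding the screen mean by over 5 SD, scaled to untreated wells per plate, cut at about 78% in these data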;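 further: cells counted after 24 h of TNF alpha exposure following the 1 h pretreatment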
Smad3 FoxH1 inh: Smad3/FoxH1 peptide binding inhibitors, primary screen, biochemical, TR-FRET. Mothers against decapentaplegic homolog 3 (Homo sapiens), P84022. AID 630, 2007. inhibition, % at 25 µM. TR-FRET Smad3/Dy647-FoxH1 peptide binding, europium anti-His. 88,000 compounds, 0.29% hits;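 active means compounds that reduce the energy-transfer binding signal between the protein and its labelled peptide by more than half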;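 further: 0% = Smad3 plus labelled peptide maximal FRET and 100% = peptide-only background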
sEH inhibitor: soluble epoxide hydrolase inhibitors, primary screen, biochemical, human sEH; recombinant human sEH enzymatic activity assay; inhibition, % at 2 µM; 91,000 compounds, 0.34% hits; AID 707, 2007; in the data active means inhibition above about 80%; further: values of inactives mirror those of a sister screen read the other way; many of its hits are not listed in these tables
Candida biofilm: clotrimazole potentiators killing Candida biofilms, primary screen, with clotrimazole, Alamar Blue; inhibition, % at 6 µM; 85,000 compounds, 0.14% hits; C. albicans biofilm + clotrimazole;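 active means inhibition above 20%; inactive means inhibition below 20%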;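 further: preformed 24 hr biofilms exposed to compound for 48 hr; 0% = biofilm without compound and 100% = blank killed by clotrimazole plus chlorhexidine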
* marks the source's active call; other numbers are inactive results; · = no result given; [ ] = another dose, or the depositor's remark. An excerpt (hit frequency here may not be typical).

SMILES	sEH activator	VCAM1 TNFa inh	IL1B cytotox	ERb SRC1 inh	cytoskel mod	TNFa cytotox	Smad3 FoxH1 inh	sEH inhibitor	Candida biofilm
COc1cc2c(cc1OC)-c1c(OC)c(OC)cc3c1C(C2)N(C)CC3 (stereo unspecified)	-21	0	-22	4	8	-32	45	20	0
NC(=O)CSP(=O)(c1ccccc1)c1ccccc1	29	10	-12	3	12	-25	-2	-31	-2
COP(=O)(OC)C(NC(=O)C(C)(C)C)=C(Cl)Cl	2	9	16	·	11	0	·	1	·
O=P(C(=Nc1ccc(Cl)cc1)N1CCOCC1)(N1CCOCC1)N1CCOCC1	4	2	-36	-2	4	14	2	0	10
COc1ccc2c(c1)CC1(CN2C)C(=O)NC(=O)N(CCc2ccccc2)C1=O (stereo unspecified)	0	-2	20	-6	4	-15	13[fluorescence artefact?]	1	3
CC(c1ccccc1)n1cncc1C(=O)O (stereo unspecified)	-2	-2	-18	-13	6	-15	10	7	2
CC1(C)NCCN2C(=O)CSC21 (stereo unspecified)	11	5	5	5	0	-16	9	-9	6
CCCCCn1c(N)c(C(=O)NCc2cccs2)c2nc3ccccc3nc21	7	4	-7	-4	17	-12	7	-8	7
Cc1nn(C2CCOC(C)(C)C2)c2c1C(c1ccc(OC(C)C)cc1)SCC(=O)N2 (stereo unspecified)	0	4	8	-12	-3	11	-11	1	0
O=C(Nc1ccccc1OC(=O)N1CCCCC1)N1CCCCC1	-8	-24	18	-6[fluorescence artefact?]	7	9	7	9	-1
O=C(c1ccccc1F)c1cn(Cc2ccccc2)c2ccccc12	18	-16	-5	·	14	·	·	-16	·
C/C(=N/OC(=O)N(C)C)c1ncc(C(F)(F)F)cc1N1CCOCC1	-6	6	-9	1	·	-43	0	5	1
COc1ccccc1N1CCN(Cc2c(F)cccc2F)CC1	9	35	10	-2[fluorescence artefact?]	22	45	-6	-6	-3
CCC(=NCCO)c1c(O)n(-c2ccc(Cl)cc2)c(=O)[nH]c1=O	-7	-16	-5	-19[fluorescence artefact?]	-3	-14	-1	4	6
CCCNC(=O)c1c(N)n(Cc2ccco2)c2nc3ccccc3nc12	4	20	-6	35	-4	-24	-10	-7	6
CCOC(=O)c1cc(C(O)(C(=O)OC)C(F)(F)F)c(/N=C/N(C)C)o1 (stereo unspecified)	5	11	3	·	0	-4	·	-6	·
COc1ccc(-c2nc(CS(=O)CC(=O)N3CCC4(CC3)OCCO4)c(C)o2)cc1 (stereo unspecified)	-4	18	28	4	·	2	12	6	6
CCC(=Nc1ccc(OC)cc1OC)c1c(O)[nH]c(=O)[nH]c1=O	-16	15	-54	26	-9	-17	-12[fluorescence artefact?]	15	4
CN1CCN(Cc2nc3ccccc3c(=O)[nH]2)CC1	-13	6	-4	·	-4	8	·	13	·
C1=C(CCNCc2ccccc2)CCCC1	-18	15	2	·	3	9	·	20	·
O=C1CC(C(=O)N2CCC3(CC2)OCCO3)CN1CCc1ccccc1 (stereo unspecified)	-22	-42	-21	-14	26	-42	-3	22	5
Cc1cc(C)n2nc(C)[n+](C)c2n1	-6	7	5	·	10	-45	·	6	·
NCC(CC(=O)O)C1CCCCC1 (stereo unspecified)	-3	-2	-38	-18	0	-24	-3	5	3
Cc1ccc(S(=O)(=O)Nc2cc(C(=O)N3CCC4(CC3)OCCO4)ccc2N2CCCCC2)cc1	-13	6	14	-2	36	9	1	14	7
O=c1c2ccccc2nc(-c2ccco2)n1-c1ccccc1	2	3	-11	0	-2	-14	5	2	5
NC(=O)CN1CC(c2ccccc2)CC1=O (stereo unspecified)	16	-23	11	3	-6	6	2	-15	8
O=c1[nH]c(=O)n(CCc2ccc(F)cc2)c(O)c1C=NCCCN1CCOCC1	13	12	22	-4	-22	-6	-4	-15	7
COc1ccc(C(=O)CC2C(=O)N(C)C(=O)N(C)C2=O)cc1	12	4	-27	·	-6	7	·	-12	·
CCOC(=O)N(C)c1ccc(C(O)(C(=O)OCC)C(F)(F)F)cc1 (stereo unspecified)	-16	21	-16	-3	-10	-18	-2	18	4
CCN(CC)C(=O)c1ccc(NC(=O)CSc2nnnn2-c2cc(OC)ccc2OC)cc1	-43	-9	11	7[fluorescence artefact?]	-23	-10	0	42	2

Two records picked at random from those above:
SMILES	sEH activator	VCAM1 TNFa inh	IL1B cytotox	ERb SRC1 inh	cytoskel mod	TNFa cytotox	Smad3 FoxH1 inh	sEH inhibitor	Candida biofilm
CCOC(=O)N(C)c1ccc(C(O)(C(=O)OCC)C(F)(F)F)cc1 (stereo unspecified)	-16	21	-16	-3	-10	-18	-2	18	4
Cc1cc(C)n2nc(C)[n+](C)c2n1	-6	7	5	·	10	-45	·	6	·

Next results follow.
SMILES	sEH activator	VCAM1 TNFa inh	IL1B cytotox	ERb SRC1 inh	cytoskel mod	TNFa cytotox	Smad3 FoxH1 inh	sEH inhibitor	Candida biofilm
Cc1ccc2c(c1)CC1(CN2C)C(=O)NC(=O)N(c2cccc(C)c2C)C1=O (stereo unspecified)	10	3	-24	-3	-11	-9	3	-10	5
CCCCCCn1c(O)c(C=NC2CCCCC2N)c(=O)[nH]c1=O (stereo unspecified)	-9	4	0	-4	0	1	-11	8	-1
C=CCn1c(O)c(C(C)=NCc2cccnc2)c(=O)[nH]c1=O	1	-2	-2	2	20	-33	5	0	4
O=C(Nc1cccc2ccccc12)c1nn(C23CC4CC(CC(C4)C2)C3)cc1Br	10	3	-18	·	-14	6	·	-11	·
C=CCn1c(O)c(C(C)=Nc2ccc(NC(C)=O)cc2)c(=O)[nH]c1=O	9	-9	-10	-6	34	-7	9	-10	9
CCCCCn1c(N)c(C(=O)NCCN2CCOCC2)c2nc3ccccc3nc21	3	-18	-4	4	-35	6	-10	-4	·
CCN(CC)CCCN=Cc1c(O)n(-c2ccccc2F)c(=O)[nH]c1=O	-8	-15	-21	-4	-45	-29	3	8	0
CN1CCN(c2nc(N(C)C)oc(=O)c2C#N)CC1	-1	5	7	·	8	-5	·	3	·
Cn1c(O)c(C(=O)c2ccccc2)c(=O)n(C)c1=O	-9	-2	4	-4[fluorescence artefact?]	-19	-23	-5	14	8
CCCC(C)C(=O)NC1CCSC1=O (stereo unspecified)	4	0	-2	0	-16	-5	7	-3	4

One compound at a time, as listed above.
Listed for CCN(CC)CCCN=Cc1c(O)n(-c2ccccc2F)c(=O)[nH]c1=O = sEH activator: -8; VCAM1 TNFa inh: -15; IL1B cytotox: -21; ERb SRC1 inh: -4; cytoskel mod: -45; TNFa cytotox: -29; Smad3 FoxH1 inh: 3; sEH inhibitor: 8; Candida biofilm: 0
Listed for O=C1CC(C(=O)N2CCC3(CC2)OCCO3)CN1CCc1ccccc1 (stereo unspecified) = sEH activator: -22; VCAM1 TNFa inh: -42; IL1B cytotox: -21; ERb SRC1 inh: -14; cytoskel mod: 26; TNFa cytotox: -42; Smad3 FoxH1 inh: -3; sEH inhibitor: 22; Candida biofilm: 5
Listed for NCC(CC(=O)O)C1CCCCC1 (stereo unspecified) = sEH activator: -3; VCAM1 TNFa inh: -2; IL1B cytotox: -38; ERb SRC1 inh: -18; cytoskel mod: 0; TNFa cytotox: -24; Smad3 FoxH1 inh: -3; sEH inhibitor: 5; Candida biofilm: 3

Other entries.
SMILES	sEH activator	VCAM1 TNFa inh	IL1B cytotox	ERb SRC1 inh	cytoskel mod	TNFa cytotox	Smad3 FoxH1 inh	sEH inhibitor	Candida biofilm
CCN(CC)C(=O)c1ccc(NC(=O)c2cccc(F)c2)cc1	3	-24	3	·	-13	-8	·	-1	·
CC(=NCCN1CCCCC1)c1c(O)n(-c2ccc(Cl)cc2)c(=O)[nH]c1=O	4	15	8	-14[fluorescence artefact?]	-14	-4	-6	-2	8
CC1CC2(O)c3no[n+]([O-])c3CCC2N1O (stereo unspecified)	-4	-4	8	11	-3	21	3	-1	6
Cc1ccc(CN2CCN(CC(=O)N3CCC4(CC3)OCCO4)C2=O)cc1	16	9	16	1	-2	-23	6	-14	4
Cc1cccc(C)c1NC(=O)CN(C)CC(=O)Nc1ccc(C#N)c(Cl)c1	-2	17	-18	-10	-11	5	-7	3	7
CC(C)NC(=O)Cn1cc(C(=O)c2ccccc2F)c2ccccc21	-2	-16	0	-10	7	-8	-5	4	7
C=CCn1c(O)c(C(C)=NCCCO)c(=O)[nH]c1=O	-12	20	7	2	16	4	2	11	7
C#CCOCOCC#CCN(CC)CC	0	13	1	-14	11	4	-12	2	8
CC(=NCCCO)c1c(O)n(Cc2ccccc2)c(=O)[nH]c1=O	-9	94*	15	-9	39	·	1	7	5
C[C@H]1CCC[C@@H](O)CCC/C=C/c2cc(O)cc(O)c2C(=O)O1	-5	-80	-7	7	-9	-47	1	5	6
c1cncc(CNC2=NCCC2)c1	0	6	-61	3[fluorescence artefact?]	-40	-6	2	0	10
C(#CCN1CCOCC1)COCC#Cc1ccccc1	1	10	-13	-7	-10	0	15	-1	3
Cn1c(O)c(C(=O)c2ccccc2Cl)c(=O)n(C)c1=O	11	26	-10	-2	0	51	-3	-11	6
OC(c1ccc(F)cc1)(c1ccc(F)cc1)[C@@H]1CCCN1	8	-2	-8	·	-10	-6	·	-7	·
CCCCn1c(N)c(C(=O)OCC2CCCO2)c2nc3ccccc3nc21 (stereo unspecified)	17	-2	-30	24	-28	-8	5	-18	3
CCCCN1C(=O)/C(=C\c2ccco2)C(=O)N(CCc2ccccc2)C1=O	10	-13	9	·	3	-22	·	-3	·
O=C1NC(=S)NC(=O)C1C/C=C/c1ccccc1	-2	3	6	6	19	-18	12	-1	1
CC1(C)C(C(=O)NCc2ccco2)C1(C)C	7	1	11	-1	18	-33	4	-7	1
CCCCn1c(O)c(C(C)=NCc2cc(OC)cc(OC)c2)c(=O)[nH]c1=O	-11	10	-9	-3	1	-18	5	12	6
CC1CCN2c3nc4ccccn4c(=O)c3CC3(C(=O)N(C)C(=O)N(C)C3=O)C2C1 (stereo unspecified)	5	4	18	-1	16	10	-8	-4	8
CCOCCCNC(=O)CN1C2CCC1CC(O)(c1ccc(OC)cc1)C2 (stereo unspecified)	-2	1	54	5	-21	1	-5	0	-2
Nc1c(C(=O)NCc2ccco2)c2nc3ccccc3nc2n1CCN1CCOCC1	-3	7	-12	13	15	-19	9	0	2
Oc1ccc(/C=N/NP(=S)(c2ccccc2)c2ccccc2)c(O)c1O	-10	11	-19	·	11	-30	·	9	·
CCCCCCCSc1cc(OC)c(CCN(C)C)cc1OC	7	-14	-82	·	-10	-20	·	-9	·
CCOC(=O)c1[nH]c(C)c(C(=O)N2CCC3(CC2)OCCO3)c1C	·	-117	6	3[fluorescence artefact?]	1	-8	4	·	1
CCCCCCN=C(C)c1c(O)n(CCCC)c(=O)[nH]c1=O	2	-6	-40	4[fluorescence artefact?]	-5	-21	9	-3	4
Cc1cccn2c(=O)c3c(nc12)N1CCC(Cc2ccccc2)CC1C1(C3)C(=O)N(C)C(=O)N(C)C1=O (stereo unspecified)	-7	19	-13	2[fluorescence artefact?]	-8	-19	0	4	1
CCN(CC)CCOC(=O)c1ccc(N=Cc2c(O)[nH]c(=O)[nH]c2=O)cc1	-1	16	13	·	-17	5	·	2	·
COc1ccccc1N1CCN(Cc2cccc(OC)c2O)CC1	-10	2	-14	·	-6	-6	·	8	·
CC1CCC(NCC(O)c2ccccc2)CC1 (stereo unspecified)	-14	-17	-4	-4	-8	-12	-3	16	-2
CCC(CC)C(=O)NC1CCSC1=O (stereo unspecified)	-4	17	-37	-9	22	1	-15	3	4

Screening data: PubChem BioAssay, several laboratories
